Akt phos inh: blocks phosphorylation of Akt. Neuro2A IGF-stimulated pAkt S473 HTRF, 20 min; stronger effect = lower value. activity change, % for hits at 50 µM. actives 0.32% (n = 360,000). AID 651550; in the data active means activity change below about -80%; inconclusive means mostly about -51% to -80%; further: on the % scale 0 is the no-effect control and ±100 the full control effect
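Neuro2A cells (4,500/well, DMEM with 0.5% FBS) were treated with compound at a single 50 µM final concentration, stimulated with 6 nM IGF for 20 min at 37 °C, and lysed. Phospho-Akt Ser473 was read by HTRF as 665/615 ratio ×10^4.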
EPAC2 antagonist: EPAC2 (human) antagonism. Q8WZA2. Potency, µM (doses to about 114 µM), for the others: at the top dose activity, negative = inhibition, actives largely listed as inhibitors. actives 0.18% (n = 360,000). EPAC2 GEF exchange of Rap1B-BODIPY-GDP, fluorescence. AID 720708; further: potency means the concentration at half of the fitted maximal effect; on the % scale 0 is the no-effect control and ±100 the full control effect; nearly all actives have a fitted effect of over 45% in size; many of its hits are not listed in these tables
D3 antag: blocks the human D3 dopamine receptor; actives 2.5% (n = 360,000); max response, negative = inhibition, %; D3R cells, DiscoveRx beta-arrestin luminescence, antagonist mode; stronger effect = lower value; in the data active means max response below about -50%; inconclusive means no clear call, values can overlap the other calls; further: on the % scale 0 is the no-effect control and ±100 the full control effect; mostly tested at two doses, the higher about 12 µM
Target sequence (P35462 whole entry, looked up): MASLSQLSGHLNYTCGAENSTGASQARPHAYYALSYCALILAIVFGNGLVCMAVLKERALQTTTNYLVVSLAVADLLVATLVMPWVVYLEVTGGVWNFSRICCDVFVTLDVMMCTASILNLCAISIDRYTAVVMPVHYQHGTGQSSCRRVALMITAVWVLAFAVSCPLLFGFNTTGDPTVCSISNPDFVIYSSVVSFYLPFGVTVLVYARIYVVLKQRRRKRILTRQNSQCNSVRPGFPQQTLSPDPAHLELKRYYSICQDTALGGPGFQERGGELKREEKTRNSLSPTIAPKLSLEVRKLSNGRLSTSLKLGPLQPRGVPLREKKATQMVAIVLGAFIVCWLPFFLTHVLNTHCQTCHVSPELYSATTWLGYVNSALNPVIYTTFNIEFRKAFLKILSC
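Cells plated overnight at 1500 cells/well, then exposed to library compounds with dopamine controls for 90 minutes at 37 degrees C. DiscoveRx reagent added for 30–60 minutes at room temperature; luminescence read, quantitative HTS format.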
Mm-Cpn inhibitor: blocks the Methanococcus maripaludis chaperonin Mm-Cpn. purified Mm-Cpn ATPase, ADP Transcreener TR-FRET. Potency, µM (doses to about 76.9 µM), for the others: at the top dose activity, negative = inhibition, usual class: inhibitors. actives 0.031% (n = 330,000). AID 504842; further: potency means the concentration at half of the fitted maximal effect; on the % scale 0 is the no-effect control and ±100 the full control effect; nearly all actives have a fitted effect of over 80% in size
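Measured: ADP formation by purified Mm-CPN. Conditions: 25 nM protein, 10 uM ATP, Tris pH 7.4 with Mg2+, K+ and DTT, 37°C for 30 min. Detection: Transcreener HTRF after 30 min at room temperature.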
CCT chaperon mod: cytosolic chaperonin activity modulation. purified chaperonin ATPase assay, HTRF ADP detection, 30 min. activity change, % (no concentration beside the values), hits read low. actives 0.3% (n = 360,000); in the data active means activity change below about -30%; further: on the % scale 0 is the no-effect control and ±100 the full control effect
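First, chaperonin was dispensed at 40 nM or 20 nM final depending on batch activity. Next, compounds were pinned at 76 uM and ATP added at 10 uM. After 30 min at 37 °C, ADP detection reagents ran 30 min at ambient temperature.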
EPAC2 ag: EPAC2 (human) agonism. EPAC2 activation, biochemical qHTS; response scale: 100% = 6.5 mM cAMP response. actives 0.079% (n = 360,000). Potency, µM (doses to about 154 µM), inactives show at the highest dose activation, actives largely listed as activators. Q8WZA2; further: potency means the concentration at half of the fitted maximal effect; nearly all actives have a fitted effect of over 50% in size
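Compounds were titrated in qHTS against a Rap1B-BODIPY-GDP (250 nM) complex with EPAC2 (100 nM) and GDP (50 uM). BODIPY-GDP release tracked at 480/540 nm over 30 min at room temperature, normalized to 6.5 mM cAMP.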
PTHR1 agonist: activates the human parathyroid hormone receptor PTHR1 | HEK293 GP2 PTHR1 cells, GloSensor cAMP luminescence, 1 h | Q03431 | actives 0.075% (n = 410,000) | Potency, µM (top dose mostly 115 µM), without a hit: at the highest dose activation, most hits filed as activators | AID 743266; further: potency means the concentration at half of the fitted maximal effect; nearly all actives have a fitted effect of over 55% in size; some results filed as inactive show a strong effect at the top dose; inactives centre near -15; many of its hits are not listed in these tables
Target sequence (Q03431 whole entry, looked up): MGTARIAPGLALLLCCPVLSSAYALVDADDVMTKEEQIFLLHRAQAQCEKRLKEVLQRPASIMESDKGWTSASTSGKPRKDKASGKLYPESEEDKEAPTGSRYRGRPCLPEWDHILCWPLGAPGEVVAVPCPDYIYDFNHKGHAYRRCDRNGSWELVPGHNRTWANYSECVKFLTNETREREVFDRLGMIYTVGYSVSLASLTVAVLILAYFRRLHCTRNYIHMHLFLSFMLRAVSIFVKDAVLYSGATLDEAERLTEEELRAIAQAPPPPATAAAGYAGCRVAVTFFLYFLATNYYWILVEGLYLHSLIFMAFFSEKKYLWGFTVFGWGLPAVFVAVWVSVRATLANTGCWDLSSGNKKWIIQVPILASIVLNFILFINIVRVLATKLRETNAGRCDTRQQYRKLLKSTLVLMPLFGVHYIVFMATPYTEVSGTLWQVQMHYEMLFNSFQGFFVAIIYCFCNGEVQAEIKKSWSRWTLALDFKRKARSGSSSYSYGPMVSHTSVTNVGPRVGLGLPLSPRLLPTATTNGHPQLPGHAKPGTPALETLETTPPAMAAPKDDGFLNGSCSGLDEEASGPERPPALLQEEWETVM
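HEK-293-derived GP2 cells expressing PTHR1 and a GloSensor cAMP reporter, 3,000/well, plated overnight, given luciferin plus IBMX (each 0.5 mM as added) for 1 h at 37 °C, then compound for 1 h at 37 °C. Luminescence was read after 15 min at room temperature.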
DRD3 agonist: D3 dopamine receptor (human) agonism; P35462; D3R DiscoveRx beta-arrestin cells, luminescence, 90 min; max activation, %; actives 0.58% (n = 410,000); AID 652048; in the data active means max activation above about 30%; further: 0% is about no effect; mostly tested at two doses, the higher about 12 µM
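Agonist mode: compounds and dopamine controls were applied to plated cells for 90 min at 37 degrees C after an overnight attachment at 1500 cells/well. Luminescent read-out followed 30 - 60 minutes at room temperature with DiscoveRx detection reagent.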
An asterisk follows results filed as active; i = inactive; u = inconclusive; x = no result given; & = joins results of further samples; [ ] = dose if it differs, or a comment. Unless noted, the call rests on the fitted dose curve; in most records, active means well fitted curve in the direction sought with a large enough effect; inconclusive means small, poorly fitted or top-dose-only effect, or another doubt; inactive means no such curve, though single readings can be large; an effect the other way counts as inactive or inconclusive.

SMILES	Akt phos inh	EPAC2 antagonist	D3 antag	Mm-Cpn inhibitor	CCT chaperon mod	EPAC2 ag	PTHR1 agonist	DRD3 agonist
CCc1cc(Br)ccc1N1C(=O)C2CC=CCC2C1=O (centres undefined)	i	-1.7%[57.1 µM]	9.3	0.4%	-0.8	-19.4%	-9.0%[57.5 µM]	0.4
CC(C)(C)OC(=O)C[C@@H]1C/C=C\C[C@H](CC(=O)NCCO)C(=O)N2CCC[C@H]2COC1=O	i	4.5%	-4.9	-2.0%	-1.2	1.3%	-10.5%	-10.7
COc1ccc2nc(N(CCN(C)C)C(=O)c3ccc4c(c3)OCCO4)sc2c1	i	-2.5%	-15.5	1.6%	0.8	14.8%	8.8%	-0.3
COc1ccc(/C=N/n2cnnc2)cc1Cn1nc(C)c([N+](=O)[O-])c1C	i	1.0%[57.1 µM]	24.1	-3.7%	-0.2	7.0%	-30.4%[inhibitor]	0.4
Cc1cc(N2CCC(C)CC2)n2nc(C)c(-c3ccccc3)c2n1	i	-5.5%	14.8	-6.2%	0.0	8.1%	-7.5%	-8.0
COC(=O)c1cccc(N(C(=O)c2ccco2)C(C(=O)NC2CCCC2)c2ccc(N3CCOCC3)cc2)c1 (centres undefined)	i	2.6%	7.5	-4.3%	0.3	-2.5%	i	-19.5
COc1ccc(NC(=O)CSc2n[nH]c(N)n2)c([N+](=O)[O-])c1	x	-2.5%	-91.9*	0.5%	-1.4	5.3%	i	-4.3
CCOCCOCN(C#N)c1nc(OC)nc(N(C)C)n1	i	0.5%	7.8	-0.6%	-1.3	8.1%	-11.8%[57.5 µM]	1.0
Cc1nnc(N2C(=O)C(O)=C(C(=O)c3ccco3)C2c2cccc3ccccc23)s1 (centres undefined)	i	-15.6%	-10.0	-9.8%	0.3	-6.8%	-13.4%	4.1
Cc1ccc(NC(=O)C2C3C=CC4(CN(Cc5cccnc5)C(=O)C24)O3)cc1F (centres undefined)	i	0.5%	3.0	-0.1%	0.0	6.4%	6.6%	4.1
O=C(NCCO)c1ccc2c(c1)S(=O)(=O)c1ccccc1C2=O	i	0.5%	0.1	-1.0%	-1.9	18.5%	-13.1%	-9.7
COc1ccc(Cl)cc1NC(=O)COC(=O)C1CC(=O)N(Cc2ccccc2)C1 (centres undefined)	i	-2.5%	-1.5	0.2%	0.1	-2.1%	i	2.0
COc1ccc(CN2C(=O)C(C)N(C(=O)c3c(F)cccc3F)c3ccccc32)cc1 (centres undefined)	i	-6.7%	17.7	2.1%	2.2	21.5%	-29.8%	-0.1
C/C(=N\Nc1ccc([N+](=O)[O-])cc1)c1cc2ccccc2o1	i	-12.5%	-24.7	0.4%	1.3	8.1%	-20.9%	-11.1
CC(=O)N(c1ccc2oc(=O)sc2c1)S(=O)(=O)c1ccc(C)cc1	i	-2.0%	-15.6	2.6%	0.4	6.1%	i	6.2
C[C@@H](NC(=O)c1nc[nH]c1C(=O)NCC(=O)OCc1ccccc1)c1ccccc1	i	-9.6%	76.3	0.3%	-1.1	5.2%	-79.0%[inhibitor]	47.2*
CC(C)(C)c1ccc(Cn2cnc(-c3ccc([N+](=O)[O-])cc3)c2)cc1	i	u	-26.0	0.0%	-1.9	-3.6%	-26.8%	-20.8
Cc1cc(Cn2nc(-c3ccccc3C)cc2C(=O)O)on1	i	13.0%	17.5	-1.9%	0.9	1.6%	-17.5%	15.8
Cc1ccc(CNC(=O)CNC(=O)c2ccc(C(C)(C)C)cc2)n1C	i	2.0%	-10.5	-1.4%	-0.4	-7.6%	i	-1.6
Nc1ncnc(Sc2ccc(Cl)cc2)c1[N+](=O)[O-]	i	7.8%	0.6	-1.7%	0.1	5.0%	i	1.1
COc1ccc(N2CC(NC(=O)NCC(C)C)CC2=O)cc1 (centres undefined)	i	6.4%	15.6	u	0.8	0.2%	-14.8%	2.5
CCOC(=O)N1CCN(C(=O)c2ccc(Cn3c(=S)[nH]c4cc(OCC)c(OCC)cc4c3=O)cc2)CC1	i	0.5%	98.9	-7.1%	-2.5	-3.5%	-12.3%	20.5
CCOc1ccc(-c2cc(C(=O)O)c3ccccc3n2)c(OCC)c1	i	0.6%	23.6	-1.6%	0.9	11.4%	i	-1.7
O=C(CSc1nc2c(c(=O)n1-c1ccc(Cl)cc1)SCC2)N1CCCC1	i	4.8%	8.5	-0.7%	-1.4	-2.8%	i	-0.2
CSc1ccccc1NC(=O)CN(C)C(=O)/C=C/c1ccccc1	i	5.0%	-12.4	1.2%	-3.3	11.8%	-31.8%[inhibitor]	-1.4
COC(Cc1n[nH]c(=S)n1-c1ccc(Cl)cc1)OC	i	0.5%	34.6	-0.2%	-2.4	3.6%	i	10.8
O=C(COC(=O)c1ccc(F)c([N+](=O)[O-])c1)NC(=O)NCc1ccccc1	i	-4.5%	8.3	3.2%	-2.0	6.2%	i	-5.2
Cc1ccc(-n2ncc3c2CC(C)(C)CC3NC(=O)C2CCOCC2)cc1 (centres undefined)	i	6.4%	4.5	0.8%	-0.5	-5.5%	i	3.9
CC(=O)c1c(C(C)=O)c(C)n(-c2cccc([N+](=O)[O-])c2)c1C	i	-9.7%	17.0	1.4%	1.4	13.3%	i	-0.8
COCCN1CCN(C(=O)c2ccc3nc(Cc4ccc(OC)c(OC)c4)oc3c2)CC1	i	4.5%	14.0	-2.2%	-23.1	11.9%	-84.8%[inhibitor]	3.0

Reformatted with bars between the fields: 3 of the compounds above.
compound | Akt phos inh | EPAC2 antagonist | D3 antag | Mm-Cpn inhibitor | CCT chaperon mod | EPAC2 ag | PTHR1 agonist | DRD3 agonist
COc1ccc(N2CC(NC(=O)NCC(C)C)CC2=O)cc1 (centres undefined) | i | 6.4% | 15.6 | u | 0.8 | 0.2% | -14.8% | 2.5
CCOC(=O)N1CCN(C(=O)c2ccc(Cn3c(=S)[nH]c4cc(OCC)c(OCC)cc4c3=O)cc2)CC1 | i | 0.5% | 98.9 | -7.1% | -2.5 | -3.5% | -12.3% | 20.5
CCOc1ccc(-c2cc(C(=O)O)c3ccccc3n2)c(OCC)c1 | i | 0.6% | 23.6 | -1.6% | 0.9 | 11.4% | i | -1.7

(next part)
SMILES	Akt phos inh	EPAC2 antagonist	D3 antag	Mm-Cpn inhibitor	CCT chaperon mod	EPAC2 ag	PTHR1 agonist	DRD3 agonist
O=C(c1ccccc1)N1CCN(Cc2ccccc2Br)CC1	i	-0.3%	-62.4*	0.4%	2.4	2.6%	i	0.5
COC(=O)C1=NNC2(c3ccc(C)cc3)C(=O)N(c3ccc(C)cc3)C(=O)C12 (centres undefined)	i	5.3%	3.8	-1.6%	-2.6	-4.9%	i	0.6
C[C@@H]1C=C(C(=O)N2CCN(Cc3ccccc3)CC2)O[C@H](OCc2ccc(CO)cc2)C1	i	0.1%	16.8	x	-1.4	-2.1%	-37.9%[inhibitor]	-2.6
O=C(O)c1ccc2c(c1Nc1ccccc1)C(=O)c1ccccc1C2=O	i	-18.2%	-56.2*	-4.2%	-0.4	-4.6%	-26.8%	-14.1
CNC(=O)C1CN(C(=O)c2nn(Cc3ccccc3)c(=O)c3ccccc23)c2ccccc2O1 (centres undefined)	i	-24.0%	7.7	x	0.1	10.6%	-51.7%[inhibitor]	-0.7
CC1Cc2ccccc2N1C(=O)C1CCCN(S(=O)(=O)c2cccc3nsnc23)C1 (centres undefined)	i	-2.8%	15.3	-0.6%	-0.3	2.5%	-2.8%[57.5 µM]	-1.0
CN(C)c1ccc(C(=O)C(=O)N2CCN(c3ccccc3)CC2)cc1	i	-3.4%	13.7	x	x	-4.1%	i	1.2
CCCC(=O)Nc1cccc(NC(=O)c2ccc3c(c2)OCCO3)c1	i	-0.1%	10.5	0.9%	-0.8	6.7%	i	-11.0
CCCCn1c(=O)nc2n(-c3ccccc3C)c3ccccc3cc-2c1=O	i	0.0%	12.6	-1.3%	-0.1	-1.1%	i	2.6
CC(C)CCNC(=O)C1CCN(C(=O)N(C)C)CC1	i	12.8%	11.6	0.3%	-3.7	6.6%	i	2.4
O=C(CSc1nc2ccccc2nc1N1CCOCC1)N1CCN(c2ccccc2)CC1	i	-0.6%	12.4	-4.2%	-1.3	0.7%	i	0.5
Cc1cc(NS(=O)(=O)c2ccc(NC(=O)CSc3nc4sc(C(=O)O)c(C)c4c(=O)[nH]3)cc2)no1	i	-9.5%	3.4	0.5%	-3.7	12.0%	-11.3%	2.7
N#C/C(=C\c1ccc(O)c(O)c1)S(=O)(=O)c1ccccc1	i	-12.8%	-26.7	-0.2%	-0.7	5.5%	-4.7%[57.5 µM]	-0.8
CCC(CC)NC(=O)c1oc2ccccc2c1COc1ccccc1	i	-12.8%	u	1.9%	-3.0	7.9%	-1.7%	-8.4
CCOC(=O)c1c(N)sn(-c2ccccc2)c1=S	i	-19.5%[57.1 µM]	-3.2	0.5%	-1.4	-3.5%	-6.1%[57.5 µM]	1.0
CCOc1ccc(NC(=O)CN2C(=O)C3CCCN3C2=O)cc1 (centres undefined)	i	3.7%	17.1	-0.4%	0.6	9.1%	0.1%	4.3
O=C(O)C(Oc1ccc2c(c1)oc(=O)c1ccccc12)c1ccccc1 (centres undefined)	i	-19.1%	7.3	0.8%	-1.5	-2.2%	-15.7%	-2.8
COc1cccc2c1C(=O)c1c(O)c3c(c(O)c1C2=O)C[C@@](O)(C(C)=O)C[C@@H]3O[C@H]1C[C@H](N)[C@H](O)[C@H](C)O1	i	u	-78.1*	-9.7%	-0.4	-9.1%	-13.6%	-58.6&-1.8
CCOc1cccc2sc(=NC(=O)CCS(=O)(=O)c3ccccc3)n(CC)c12	i	-8.4%	14.2	2.0%	-2.5	13.5%	-23.8%	-0.8
Cc1cc(F)ccc1S(=O)(=O)N1CCCOC1CNC(=O)C(=O)NCc1ccc2c(c1)OCO2 (centres undefined)	i	9.3%	3.1	-5.5%	0.6	4.8%	-1.6%	0.7
O=S1(=O)N=C2CCCN2C(c2ccc(F)cc2)N1 (centres undefined)	i	6.3%	-23.5	-7.4%	-1.3	-2.6%	i	-2.4
CN(CC(=O)Nc1ccc(Cl)c(Cl)c1)C1CCCCC1	i	-2.3%	u	1.4%	0.6	19.3%	-34.4%[inhibitor]	-17.2
CCC(C)Sc1cccc(-c2nc3cnccn3c2NC2CCCCC2)c1 (centres undefined)	i	u	76.0	-3.8%	-0.7	-3.1%	-22.0%	23.4

This is a subset; count on the stated rates, not on these rows.
